Screening data deposited in PubChem BioAssay by National Center for Advancing Translational Sciences (NCATS).
ALOX12 inh: Primary qHTS assay for inhibitors of human arachidonate 12S-lipoxygenase (ALOX12): Round 2; Polyunsaturated fatty acid lipoxygenase ALOX12 (Homo sapiens), P18054; purified 12hLO, xylenol orange hydroperoxide absorbance; Potency, µM (doses to about 108 µM), for inactives: top-dose activity change, negative = inhibition, actives largely listed as inhibitors; 580,000 compounds, 1.1% hits; active = well fitted inhibition curve with a large enough effect; inconclusive = small, poorly fitted or top-dose-only effect, or another doubt; inactive = no such curve, though single readings can be large or run the other way
Target sequence (P18054 whole entry, looked up): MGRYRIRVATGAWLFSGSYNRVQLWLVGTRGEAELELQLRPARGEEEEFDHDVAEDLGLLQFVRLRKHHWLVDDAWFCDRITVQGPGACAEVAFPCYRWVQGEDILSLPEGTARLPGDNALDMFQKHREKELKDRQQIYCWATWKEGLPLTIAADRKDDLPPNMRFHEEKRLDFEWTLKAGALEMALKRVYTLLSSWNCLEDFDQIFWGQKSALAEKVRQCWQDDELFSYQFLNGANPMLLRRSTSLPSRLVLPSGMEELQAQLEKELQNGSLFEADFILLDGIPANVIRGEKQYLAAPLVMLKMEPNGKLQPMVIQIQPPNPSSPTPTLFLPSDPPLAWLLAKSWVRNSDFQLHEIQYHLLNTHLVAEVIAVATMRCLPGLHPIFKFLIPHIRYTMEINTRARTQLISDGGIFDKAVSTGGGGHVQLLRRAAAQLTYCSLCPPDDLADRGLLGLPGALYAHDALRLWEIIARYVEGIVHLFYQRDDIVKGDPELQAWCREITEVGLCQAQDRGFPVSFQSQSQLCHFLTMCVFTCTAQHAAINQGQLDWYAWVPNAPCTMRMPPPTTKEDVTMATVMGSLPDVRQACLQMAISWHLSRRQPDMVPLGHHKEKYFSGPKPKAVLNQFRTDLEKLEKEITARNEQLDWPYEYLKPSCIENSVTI
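Hydroperoxide product was detected by ferrous iron/xylenol orange as the 573 to 405 nm absorbance ratio. Arachidonic acid at 40 uM (final) was turned over for 30 min at room temperature by 150 nM human 12hLO, pH 7.0 Hepes buffer, after 15 min compound preincubation.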
An asterisk follows results filed as active; u = inconclusive; [ ] = dose if it differs, or a comment. % is scaled to controls: 0 for no effect and ±100 for the full control effect; potency is read from the fitted curve at half-maximal effect.

item	compound	ALOX12 inh
1	Cc1ccc(C(=O)N2CCCN(Cc3ccncc3)C(c3ccccc3)CC(=O)NCC2)cn1 (configuration not stated)	34.0%[activator]
2	O=C(NCCc1ccccc1)C1CC(=O)N(c2n[nH]c3ccccc23)C1 (configuration not stated)	21.1%
3	Cc1nc(C(C)C)sc1C(=O)N1CCC(Cc2ccc(C(=O)O)cc2)C1 (configuration not stated)	23.0%
4	COc1ncccc1-c1cc2c(ccn2Cc2ccncc2)c(N2CCOCC2)n1	u
5	Cn1cccc1C(=O)N1CCCC(n2cc(-c3nc(-c4ccccc4)no3)nn2)C1 (configuration not stated)	5.0%
6	COc1ccc(CCC(=O)N2CCC3(CC2)NC(=O)N(c2cccc(F)c2)N3)cc1	5.01µM*
7	Cc1nc2cc(N3CCC(C(=O)NCCC4=CCCCC4)CC3)cnc2nc1C	23.4%
8	CN(C(=O)Cn1nc2n(c1=O)CCCCC2)C1CCCCC1	77.0%[activator]
9	Cn1ncc2c(C(=O)N3CCCC3)cc(C(C)(C)C)nc21	-5.2%[12.5 µM]
10	CN1N=C(C(=O)N2CCC(CCC(=O)Nc3ccc4c(c3)OCCO4)CC2)CCC1=O	55.4%[activator]
11	CCC1(N2CCN(S(=O)(=O)c3ccc(Cl)s3)CC2)CCN(S(C)(=O)=O)C1 (configuration not stated)	u
12	Cc1cnc(C2CCN(C(=O)OC(C)(C)C)CC2)[nH]1	8.5%[12.5 µM]
13	COc1ccc(-c2onc(C)c2C(=O)NCc2ccccc2)cc1	5.0%
14	COc1ccc(S(=O)(=O)N2CCc3nn(CC4CC4)c(=O)n3CC2)cc1Cl	74.9%[activator]
15	O=C([C@@H]1C[C@@H](O)[C@H](O)[C@@H]2NC(=S)N(c3ccc4c(c3)OCO4)[C@@H]21)N1CCOCC1	29.0%[176 µM]
16	O=c1cc(CN2CCCC2)c2ccccc2o1	-17.9%
17	CC(C)NC(=O)Nc1ccc([C@H]2OCC(=O)N(C3CCOCC3)[C@@H]2CO)cc1	6.0%[176 µM]
18	COc1ccc(C(=O)N2CCCCCCNC(=O)[C@@H]3CCCC[C@@H]32)c(OC)n1	20.8%
19	CCc1nc2c(c(-c3ccc(OC)cc3)n1)CCN(Cc1cc(C)on1)CC2	2.1%[6.33 µM]
20	COc1ccc(Cl)cc1C(=O)NC1CCN(c2cc(-c3ccc(F)cc3)[nH]n2)C1 (configuration not stated)	27.2%

Overlap with the part before: 4 entries, followed by the next part.
item	compound	ALOX12 inh
17	CC(C)NC(=O)Nc1ccc([C@H]2OCC(=O)N(C3CCOCC3)[C@@H]2CO)cc1	6.0%[176 µM]
18	COc1ccc(C(=O)N2CCCCCCNC(=O)[C@@H]3CCCC[C@@H]32)c(OC)n1	20.8%
19	CCc1nc2c(c(-c3ccc(OC)cc3)n1)CCN(Cc1cc(C)on1)CC2	2.1%[6.33 µM]
20	COc1ccc(Cl)cc1C(=O)NC1CCN(c2cc(-c3ccc(F)cc3)[nH]n2)C1 (configuration not stated)	27.2%
21	CCCn1c(C)cnc1CC1CCN(C(=O)NCCc2ccccc2)CC1	70.5%[activator]
22	Cc1cnc(C)c(-c2cccc3c2OC(CNC(=O)C2(c4ccc(Cl)cc4)CC2)C3)n1 (configuration not stated)	8.5%
23	O=C(C1CCCC1)N1CCC(n2c(=O)[nH]c3ccccc32)CC1	11.2%[176 µM]
24	Cn1ncc2c(C(=O)NCC3CC3)cc(-c3cccnc3)nc21	-2.1%[6.33 µM]
25	CC(C)(C)n1nnnc1C1CC2(CCOCC2)C(=O)N1CCc1c[nH]c2ccccc12 (configuration not stated)	4.6%
26	O=C(CCN1CCCCO1)N1CCCn2nc(C(O)C3CCC3)cc2C1 (configuration not stated)	1.1%
27	O=C(NCCn1cccc1-c1nc(-c2ccc3c(c2)OCO3)no1)c1ccccc1Cl	0.1%
28	Cc1ccc(NC(=O)N2CC(C(=O)N(C)C)C3(CCOCC3)C2)cc1 (configuration not stated)	55.9%[activator]
29	CN1C[C@@H](NC(=O)C2CCCCC2)C[C@H]1c1nc(-c2ccc(Cl)cc2)no1	-2.5%[176 µM]
30	CN1C[C@@H](NC(=O)c2ccccc2)C[C@H]1c1nc(-c2ccccc2)no1	u
31	O=C(CCc1nc2ccccc2s1)NC1CCc2n[nH]c(=O)n2CC1 (configuration not stated)	32.9%
32	CCc1ccc(C2CC(C(=O)NCc3ccccc3)CN(C(=O)c3ccoc3)C2)cc1 (configuration not stated)	u
33	CC(C)NC(=O)NC[C@H]1O[C@@H](CO)[C@@H](O)[C@H]1N(C)CCc1ccccn1	u
34	CCc1nnc(CN(C)C(=O)c2cnc(-c3ccc(C)cc3)[nH]c2=O)o1	55.7%[activator]
35	Cc1cccc(C(=O)N2CCC[C@H]2c2nc(-c3ccccc3)no2)c1	u
36	Cc1cccc(CN2CCCC(O)(CN3CCC(C)CC3)C2=O)c1 (configuration not stated)	66.5%
37	Cc1cc(C[C@@H]2COC[C@@H]2NC(=O)c2cnc(Nc3ccccc3)nc2)on1	1.8%
38	O=C(c1ccc(F)cc1)N1CCCC(Cc2nc(C3CCOCC3)no2)C1 (configuration not stated)	29.4%
39	O=C(CCC1CCCN(S(=O)(=O)c2cccc(F)c2)C1)N1CCc2ccccc2C1 (configuration not stated)	14.5%
40	Cc1noc(C)c1C(=O)N1CCCCC1c1nc(CCOCC2CCCC2)no1 (configuration not stated)	21.5%
41	Cc1cccc(C)c1-n1nnnc1C(C1CC1)N1C(=O)C(=O)c2ccccc21 (configuration not stated)	-12.7%
42	COC(=O)C1=CN(CC(=O)Nc2ccccc2F)S(=O)(=O)N=C1C	18.9%
43	O=C(c1ccco1)N1CCC(c2n[nH]c(=O)n2-c2ccccc2)CC1	11.2%
44	O=C1Cc2c(-c3ccccc3Cl)n[nH]c2CN1CC1CCOCC1	12.6%[176 µM]
45	Cc1ccn(CC(=O)N2CCC(C3CCN(S(C)(=O)=O)CC3)C2)n1 (configuration not stated)	27.9%
46	CC1(C)C(=O)NC(=O)N1CC(=O)N1CCCC(CCc2c(F)cccc2F)C1 (configuration not stated)	u
47	COC(=O)[C@]12C[C@H](CC(=O)NCCc3ccccc3OC)C(=O)N(Cc3ccc4c(c3)OCO4)C1=C[C@H](C(C)(C)C)O[C@@H]2C	-15.2%
48	CCc1noc([C@@H]2CC(F)(F)CN2C(=O)c2ccc3nc[nH]c3c2)n1	51.8%[activator]
49	COCCN1C(=O)CS(=O)(=O)C12CCN(C(=O)c1ccc(C)cc1C)CC2	34.6%[activator]
50	COCC1CN(C)CC12CCN(Cc1cc(C)nn1C)CC2 (configuration not stated)	46.0%[activator]
51	C[C@H](CO)N1C[C@H](C)[C@H](CN(C)C(=O)Nc2ccc3c(c2)OCO3)OCc2cnnn2CCCC1=O	u
52	O=C(NC1CCCCCCC1)c1ccc(Cn2ccn3nc4c(c3c2=O)CCCC4)cc1	15.1%
53	CN(C)S(=O)(=O)N1C[C@H]2OC(=O)N(CCc3cccc(Cl)c3)[C@H]2C1	29.8%
54	Cc1cc(NC(=O)CC[C@H]2NC(=O)c3ccccc3NC2=O)nn1C	43.8%[activator]
55	COc1ccc2nc(CO[C@H]3CN(Cc4ccc(OC)nc4)C[C@H]3F)[nH]c2c1	0.0%[176 µM]
56	COCCn1ccc2c(C3=CCOCC3)nc(-c3ccc4cn[nH]c4c3)cc21	6.7%[176 µM]
57	O=C(NCc1ccc(F)cc1)N1CCCCC1c1noc(COc2ccc(F)cc2)n1 (configuration not stated)	16.7%
58	CS(=O)(=O)N1C[C@@H](C(=O)NC2CCCCCC2)[C@H](c2ccncc2)C1	13.4%
59	CCc1ccc(NC(=O)Cn2ccn3nc4c(c3c2=O)CC(C)CC4)cc1 (configuration not stated)	u
60	CN1Cc2ccc(NCc3ccccc3)nc2C(C)(C(=O)NCc2ccccc2)C1 (configuration not stated)	0.8%[176 µM]

Entries by screen from the entries so far.
Entries 5 to 9 in ALOX12 inh, in turn: 5.0%, 5.01µM*, 23.4%, 77.0%[activator], -5.2%[12.5 µM]

Next section.
item	compound	ALOX12 inh
61	CN1[C@@H](CCC(=O)NCc2ccccc2)CNC(=O)[C@@H]2[C@H]1CCN2Cc1cccs1	22.4%[176 µM]
62	Cc1nn(C)cc1CNc1nc(C)c(-c2ccn(CC3COc4ccccc4O3)n2)s1 (configuration not stated)	0.1%
63	CNC(=O)[C@@H]1C[C@H](Oc2cccnc2)CN1C(=O)c1ccc(Cc2c(C)noc2C)o1	19.2%
64	Cc1ccc(CCC(=O)N[C@H](C2CCNCC2)C2CC(O)C2)cc1C (some centres not stated)	26.8%
65	COc1ccc(C(=O)Nc2nc3c(s2)C[C@@H]2[C@](C)(CO)[C@H](O)CC[C@@]2(C)[C@@H]3CC(=O)NC2CCCC2)cc1	-17.9%
66	COCCN1C(=O)c2ccccc2C(C(=O)NCc2ccccc2)C12CCCC2 (configuration not stated)	31.5%[activator]
67	Cc1cc(C)n(CCNC(=O)[C@@H](Cc2ccccc2)NC(=O)[C@H]2O[C@@H](n3ccc(=O)[nH]c3=O)[C@H](O)[C@@H]2O)n1	-4.1%
68	O=C(CCC1CCN(S(=O)(=O)c2ccccc2F)CC1)NCCN1CCOCC1	20.8%
69	COc1ccc(-c2noc([C@@H]3CCCN3C(=O)c3cc(F)cc(F)c3)n2)cc1OC	29.3%
70	COc1ccc(C(C)=O)cc1CSC(=S)N1CCSCC1	u
71	CN1CCCCCCN(C(=O)Cc2cccnc2)[C@@H]2CCC[C@@H]2C1=O	11.0%
72	CCC(c1cccs1)N1C(=O)[C@H]2CN(CCC(C)C)C[C@H]2C1=O (some centres not stated)	28.0%
73	O=C1CCN(Cc2cccnc2)CCCC(c2nc(-c3cccnc3)no2)CCN1 (configuration not stated)	42.0%[activator]
74	COc1ccc2[nH]c3c(c2c1)CCNC31CCN(C(=O)c2cccn2C)CC1	25.0%
75	COc1ccc(NC(=O)c2cc3c(N4CCSCC4)nc(C)cn3n2)cc1	25.7%
76	COc1ccc(C2=NOC3(CCN(Cc4cccn4C)C3)C2)cc1 (configuration not stated)	25.6%[176 µM]
77	COc1ccc(-c2ccc3nc(-c4ccccc4Br)oc3c2)c(OC)c1OC	28.3%
78	CCNC(=O)N1CCN(c2ccc(N3CCN(Cc4ccccc4)[C@H](C)C3)c(C)c2)[C@@H](C)C1	4.0%
79	COc1cccc(CCC(=O)NC2CCc3nn(CC4CC4)c(=O)n3CC2)c1 (configuration not stated)	45.6%[activator]
80	O=C(C1CC1)N1CCC(N2CC3CC(C2)[C@H]2CCCC(=O)N2C3)CC1 (some centres not stated)	34.6%
81	COc1ccc(CC(=O)N2CCC(Nc3nccnc3OC)CC2)cc1	17.2%
82	COc1ccc(C(=O)N2CCC(n3cc(-c4nc(C)no4)nn3)C2)cc1F (configuration not stated)	u
83	COC(=O)c1ccc(CN2C(=O)[C@]3(OCCC=C[C@H]3C)c3c(Br)cccc32)cc1	-12.5%
84	CC(C)(CO)NC(=O)c1cnn(-c2nccc(-c3ccc4c(c3)OCO4)n2)c1C1CC1	3.2%
85	O=C([C@@H]1C[C@H](Oc2cccnc2)CN1C(=O)c1ccc2ncccc2c1)N1CCCC1	12.9%
86	Cc1ccc(CN[C@@H]2CO[C@H](CNS(C)(=O)=O)[C@H]2O)cc1	u
87	O=C1c2cnc(-c3ccc(CO)cc3)nc2OCCN1c1cccc(C(F)(F)F)c1	28.5%[176 µM]
88	Cc1ccccc1NC(=O)N1C[C@@H](F)C[C@H]1C(=O)N1CCCCC1	11.9%
89	CC(C)(C)C(=O)N1CC2(Cc3ccccc3N([S+](C)(=O)[O-])C2)C1	63.5%[activator]
90	COc1ccc(Cl)cc1NC(=O)CCC1CCCN(C(=O)c2ccoc2C)C1 (configuration not stated)	19.2%
91	O=C(Cc1c[nH]c2ccccc12)N1CCCC2(C1)Nc1cccnc1NC2=NC1CCCC1 (configuration not stated)	47.8%[activator]
92	COC(=O)C1=C(C)N=C2SC=C(CC(=O)NC3CCCCC3)N2C1c1ccsc1 (configuration not stated)	63.1%[activator]
93	COCCNC(=O)C[C@@H]1C[C@H]2O[C@H](CNC3Cc4ccccc4C3)[C@@H](O)[C@H]2O1	36.2%[176 µM]
94	O=C(NCCc1nnc2n1CCN(Cc1ccc3c(c1)CCO3)CC2)c1ccco1	18.1%
95	CCOc1ccccc1NC(=O)C1CC(=O)N(c2n[nH]c3ccccc23)C1 (configuration not stated)	47.2%[activator]
96	Cn1cnnc1CC1CCCNC1 (configuration not stated)	u
97	Cc1noc2c(-c3cccc(CO)c3)cc(-c3cccs3)nc12	12.5%[176 µM]
98	COc1ccc(OCC2CCN(CC3(O)CCCNC3)CC2)cc1 (configuration not stated)	46.0%[activator]
99	CNc1cc(C2CC(NC(=O)COc3ccc(Cl)cc3C)C2)nc(N)n1 (configuration not stated)	-3.0%
100	CC(C)c1noc(-c2cn(C3CCCN(C(=O)c4cccc(N(C)C)c4)C3)nn2)n1 (configuration not stated)	12.9%

Looked up by structure from the entries so far, 2 records:
item	compound	ALOX12 inh
46	CC1(C)C(=O)NC(=O)N1CC(=O)N1CCCC(CCc2c(F)cccc2F)C1 (configuration not stated)	u
6	COc1ccc(CCC(=O)N2CCC3(CC2)NC(=O)N(c2cccc(F)c2)N3)cc1	5.01µM*

Carrying on.
item	compound	ALOX12 inh
101	COc1ccc(C(=O)N2C[C@@H](CO)[C@H](NC(C)=O)C2)c(OC)c1	22.1%
102	Cc1cc2c(nc1C)CCCN2Cc1ccccn1	5.1%
103	Cc1cccc(-c2cccc3[nH]c4c(c23)CCN2C(=O)[C@H]3[C@H](C)ON(C)[C@H]3C[C@@H]42)c1	u
104	CC1=C[C@@H](CN2CCC(C(N)=O)CC2)[C@H](C(C)C)C[C@H]1Cc1nnc(-c2cccnc2)o1	-19.7%[176 µM]
105	O=C1CC2(CCN([S+](=O)([O-])c3ccccc3)C2)Nc2ccccc2N1 (configuration not stated)	2.6%[6.33 µM]

An excerpt. The share of hits here may be higher or lower than overall.
